Bioassay records from PubChem BioAssay.
BaF3 tox = parental Ba/F3 viability inhibition as JAK2V617F counter-screen | CellTiter-Glo ATP luminescence | inhibition, % at 5.6 µM | AID 1486 | hit rate 1.1% among 220,000;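 active = inhibition above a per-campaign cutoff, the mean inhibition of all tested compounds plus 3 SD, cut at about 27% in these data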;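 also: 0% = DMSO wells and 100% = JAK Inhibitor I control wells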
NPY-Y2 PAM-ag = potentiates or activates human NPY-Y2 receptor; P49146; cells expressing NPY-Y2, potentiator/agonist read-out; activation, % at 3.6 µM; hit rate 0.45% among 220,000; in the data active = activation above about 27%;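 also: cells stimulated with NPY near EC25 plus isoproterenol at EC100; 0% = vehicle plus submaximal agonist and 100% = vehicle plus saturating agonist; some results beyond the cut were filed as inactive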
Wee1 degr inh = inhibitors of human Wee1 degradation; P30291; reporter increase, % at 5 µM; HeLa Luc-Wee1K328M stability, luciferase luminescence; 100% = proteasome inhibitor MG132 effect; AID 1321; hit rate 1.2% among 220,000;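 active = activation above the mean of all tested compounds plus 3 SD, set per screening run, cut at about 8.8% in these data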;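 also: cells exposed to compound for 20 h before luminescence read; 0% = DMSO alone and 100% = MG132 at 30 µM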
S1P4 antagonist = antagonists of human S1P4 receptor; O95977; S1P4-expressing cells, antagonist mode, reporter read-out; inhibition, % at 4.98 µM; hit rate 0.26% among 220,000; in the data active = inhibition above about 29%;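 also: 0% = wells stimulated with agonist and 100% = vehicle wells without agonist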
Target sequence (O95977 whole entry, looked up): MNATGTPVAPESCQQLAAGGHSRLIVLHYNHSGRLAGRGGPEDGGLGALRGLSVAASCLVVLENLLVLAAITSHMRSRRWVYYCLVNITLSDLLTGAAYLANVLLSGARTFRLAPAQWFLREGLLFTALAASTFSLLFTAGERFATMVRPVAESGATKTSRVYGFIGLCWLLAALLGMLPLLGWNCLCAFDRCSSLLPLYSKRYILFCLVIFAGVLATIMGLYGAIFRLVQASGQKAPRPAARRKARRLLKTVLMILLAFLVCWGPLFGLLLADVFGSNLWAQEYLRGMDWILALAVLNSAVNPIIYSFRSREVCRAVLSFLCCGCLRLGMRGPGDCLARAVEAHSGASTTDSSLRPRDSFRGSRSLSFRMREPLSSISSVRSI
Ba/F3 V617F tox = reduce viability of Ba/F3 cells dependent on JAK2V617F | Ba/F3 EpoR-JAK2V617F viability, ATP luminescence | inhibition, % at 5.6 µM | hit rate 1.1% among 220,000 | AID 1446;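 active = inhibition above the campaign mean plus 3 SD over all tested compounds, cut at about 24% in these data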;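 also: cytokine-independent growth of Ba/F3 cells driven by EpoR plus mutant JAK2; 0% = DMSO-treated cells and 100% = JAK inhibitor I control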
eIF4E 4G PPI = blocks eIF4E binding to eIF4G | P63073+Q04637 | TR-FRET eIF4E-eIF4GI(517-606) binding, 2 h | inhibition, % at 21.7 µM | hit rate 0.37% among 220,000 | AID 782;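 active = inhibition above about 30%, limit read from the data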;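 also: 0% = full FRET control wells and 100% = background wells lacking eIF4GI fragment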
S1P4 agonist = human S1P4 receptor agonism. O95977. S1P4-expressing cell line, agonist reporter assay. activation, % at 4.98 µM. hit rate 0.35% among 220,000. AID 1509; in the data active = activation above about 11%;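 also: 0% = DMSO vehicle and 100% = reference agonist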
Mdm2 ligase inh = Mdm2 E3 ligase (human) inhibition. cell-based MDM2 ubiquitination luciferase reporter, 2 h; 0 = plate control, 100 = twice control, blank-subtracted. signal enhancement, % at 5 µM. hit rate 0.11% among 210,000;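 active = signal enhancement of 30% or more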;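 also: luminescence tracks abundance of the self-degrading MDM2-luciferase fusion protein; higher signal means inhibition of MDM2 E3 ligase activity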
Target sequence (Q00987 whole entry, looked up, the tested form may be a part): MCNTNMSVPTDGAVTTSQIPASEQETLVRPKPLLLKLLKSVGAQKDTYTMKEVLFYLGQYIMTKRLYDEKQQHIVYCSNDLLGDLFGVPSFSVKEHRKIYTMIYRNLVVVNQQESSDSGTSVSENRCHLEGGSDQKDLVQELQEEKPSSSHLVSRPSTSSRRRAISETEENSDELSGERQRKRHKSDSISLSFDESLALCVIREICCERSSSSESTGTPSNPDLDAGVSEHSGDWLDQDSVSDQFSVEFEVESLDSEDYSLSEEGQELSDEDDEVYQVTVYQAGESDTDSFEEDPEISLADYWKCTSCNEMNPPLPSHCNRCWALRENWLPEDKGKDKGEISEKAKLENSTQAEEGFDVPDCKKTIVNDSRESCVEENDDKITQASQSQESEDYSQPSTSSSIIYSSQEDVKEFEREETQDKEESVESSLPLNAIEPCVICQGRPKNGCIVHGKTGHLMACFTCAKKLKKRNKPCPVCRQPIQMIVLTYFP
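Buffer or medium: Cells held in DMEM | Assay system: Stable mammalian line carrying autodegrading MDM2–luciferase fusion reporter | Quantity: 2000 cells/well | Times: 4 h settle plus 2 h compound, 37 °C | Doses: One concentration, 5 µM, with 0.2% DMSO | Technique: Luminescence with SteadyLite reagent, 15 min at room temperature | Benchmarks: Plate controls and plate blanks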
PERK inh = inhibitors of human PERK kinase. Q9NZJ5. CHO PERK-DD fusion, SEAP luminescence translation reporter. inhibition, % at 5.6 µM. hit rate 0.17% among 220,000. AID 1416;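 active = inhibition above the mean inhibition of all tested compounds plus 3 SD, set separately per screening campaign, cut at about 2.9% in these data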;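 also: PERK kinase domain activated by AP20187 dimerizer at 100 nM; 0% = DMSO with dimerizer and 100% = rapamycin at 8.4 µM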
The depositor's hits bear a star; · = no result given; [ ] = remark or other dose.

(1) COc1ccc(NC(=O)C2=C(C)Nc3ncnn3C2c2ccccc2C(F)(F)F)c(OC)c1 (stereo not drawn)
(2) CCOc1ccc(C(=O)Nc2sc3c(c2C(=O)OC)CC(C)(C)NC3(C)C)cc1
(3) CCC(=O)c1ccc(OCC(O)Cn2cnc3ccccc32)cc1 (stereo not drawn)
(4) CCN(CC)S(=O)(=O)c1ccc2[nH]cc(C(=O)NCCCN3CCCCC3C)c(=O)c2c1 (stereo not drawn)
(5) Cc1ccc(Sc2c(O)c3ccccc3n(C)c2=O)cc1
(6) COc1ccc(N(CC(=O)N/N=C/c2ccco2)S(=O)(=O)c2ccccc2)cc1Cl

assay / compound	1	2	3	4	5	6
BaF3 tox	6	-3	3	1	0	0
NPY-Y2 PAM-ag	-4	-15	3	7	-5	-5
Wee1 degr inh	-1	3	-2	2	0	5
S1P4 antagonist	-6	-1	-3	9	-8	-7
Ba/F3 V617F tox	8	-2	-2	0	-4	-2
eIF4E 4G PPI	-2	1	8	7	4	-3
S1P4 agonist	1.2	-0.8	-3.7	0.7	0.7	-0.2
Mdm2 ligase inh	-13	-14	-11	-23	-22	-13
PERK inh	-0.8	0.7	-0.7	-0.6	1.1	0.4

(7) CCN1CCN(CCCN(Cc2cccs2)C(=S)Nc2ccccc2C)CC1
(8) C=C(C)CSc1nnc2n(C)c(=O)c3c4c(sc3n12)CCC4
(9) Cc1cccc2cc(CN(Cc3ccco3)C(=O)c3cccs3)c(=O)[nH]c12
(10) CCN1CCN(C(=S)Nc2cccc(Cl)c2)CC1
(11) CCC(=O)c1cc2c(cc1NC(=O)c1cccs1)OCCO2
(12) C#CCOCCOCCOCCNc1nc(N2CCN(C(=O)[C@H](CCC(=O)O)n3cc(C(N)CC(C)C)nn3)CC2)nc(N2CCN(C(=O)[C@H](Cc3cc4ccccc4[nH]3)n3cc(C(N)[C@H](C)CC)nn3)CC2)n1 (stereo partly drawn)

assay / compound	7	8	9	10	11	12
BaF3 tox	6	9	4	14	-1	-3
NPY-Y2 PAM-ag	3	-1	-2	11	-9	-9
Wee1 degr inh	0	4	-3	4	0	0
S1P4 antagonist	-6	-12	-16	-2	1	-3
Ba/F3 V617F tox	1	0	4	6	-2	-6
eIF4E 4G PPI	2	3	4	0	-3	-2
S1P4 agonist	0.5	1.5	1.3	-0.5	3.0	-1.8
Mdm2 ligase inh	-7	-5	-1	-2	-9	·
PERK inh	-0.8	-0.2	-1.1	1.2	0.8	1.2

(13) CCc1cc(S(N)(=O)=O)cc(CC)c1NC(C)=O
(14) COc1ccc(-c2ccc3nnc(SCC(N)=O)n3n2)cc1
(15) O=C(N1CCOCC1)N(Cc1ccccc1)c1ccccn1
(16) O=C(Nc1nnc(SCc2ccc(F)cc2)s1)c1cccnc1Cl
(17) CCO[C@H]1OC(C(=O)N2CCN(Cc3ccc4c(c3)OCO4)CC2)=C[C@@H](C2CCCCC2)[C@@H]1CCCO
(18) CC[C@@H](C)[C@H](NC(=O)OC(C)(C)C)c1nnc(S(=O)(=O)Cc2cc(C)ccc2C)o1

assay / compound	13	14	15	16	17	18
BaF3 tox	2	7	-2	2	0	8
NPY-Y2 PAM-ag	-6	1	-2	-11	10	2
Wee1 degr inh	-1	-2	0	-3	2	-1
S1P4 antagonist	2	6	6	-8	0	57*
Ba/F3 V617F tox	-1	4	-3	-2	5	16
eIF4E 4G PPI	-5	-7	7	2	3	1
S1P4 agonist	0.5	-1.1	-1.3	-1.1	-0.9	-4.1
Mdm2 ligase inh	-3	-4	24	-5	·	-12
PERK inh	0.4	0.7	-0.3	-0.8	0.0	-0.2

(19) CCCC(C)C(=O)Nc1ccc2c(c1)OCCO2 (stereo not drawn)
(20) COc1cccc(N(C(=O)Cn2nnc(-c3ccc(C)o3)n2)C(C(=O)NC(C)(C)C)c2cccs2)c1 (stereo not drawn)
(21) OCCOCCNc1ncnc2nc[nH]c12
(22) CC1CC(C)CN(C(=O)CSc2nnc(CSc3ncccn3)n2C)C1 (stereo not drawn)
(23) Cc1ccc(/C=C2\SC(=S)N(CCCC(=O)Nc3ccc(O)cc3)C2=O)cc1
(24) Cc1nn(C)cc1C(C)NCc1c(C(=O)N2CCCCCCC2)nc2ccc(Cl)cn12 (stereo not drawn)

assay / compound	19	20	21	22	23	24
BaF3 tox	4	-3	-1	2	0	-3
NPY-Y2 PAM-ag	-1	5	9	1	-19	-13
Wee1 degr inh	-2	-3	1	-2	0	2
S1P4 antagonist	0	9	5	-4	3	-3
Ba/F3 V617F tox	0	-2	-8	0	2	-6
eIF4E 4G PPI	0	1	2[fluorescence artefact?]	-12	0	2
S1P4 agonist	3.7	-0.7	-1.2	-0.1	1.6	0.5
Mdm2 ligase inh	-25	2	-6	-10	-52	6
PERK inh	1.1	-0.6	1.6	0.0	-1.1	1.0

(25) CCc1ccc2c(c1)C(c1cccs1)=NNC(c1cccnc1)=N2
(26) Cc1cc(C(F)(F)F)c2c(N)c(C(=O)Nc3cc(C)on3)sc2n1
(27) CCCC1(C)Nc2ccccc2-c2nc3ccccc3n21 (stereo not drawn)
(28) COC(=O)c1cc(OC)c(OC)c(OC)c1[N+](=O)[O-]
(29) CCc1ccccc1N1CC23C=CC(O2)C(C(=O)O)C3C1=O (stereo not drawn)
(30) COc1cc(CC(=O)N/N=C/c2ccc([N+](=O)[O-])cc2)c([N+](=O)[O-])cc1OC

assay / compound	25	26	27	28	29	30
BaF3 tox	0	2	5	-4	-1	-4
NPY-Y2 PAM-ag	-21	7	3	-11	-2	10
Wee1 degr inh	0	1	-2	-2	-2	0
S1P4 antagonist	-11	8	6	-17	4	-5
Ba/F3 V617F tox	-3	1	1	-1	2	5
eIF4E 4G PPI	3	2[fluorescence artefact?]	-1[fluorescence artefact?]	1	2[fluorescence artefact?]	6
S1P4 agonist	-0.9	0.8	-1.0	0.6	-0.8	-0.2
Mdm2 ligase inh	-12	-19	-19	·	-9	-16
PERK inh	-0.1	2.1	1.1	1.6	0.7	1.9

(31) O=C(CN1CCC2(CC1)OCCO2)c1ccc2cc[nH]c2c1
(32) O=C(c1ccco1)N1CCC(n2nnc3ccccc32)CC1
(33) C=CCn1ccc2c([N+](=O)[O-])cccc2c1=O
(34) CC(C)CNc1nc(Oc2ccc(=O)n(-c3ccccc3)n2)nc(N2CCOCC2)n1
(35) Cc1cc(C)n2nc(-c3cccnc3)nc2n1
(36) CCOc1ccc(NC(=O)Cn2nc(-c3ccccc3Cl)n(CC)c2=S)cc1

assay / compound	31	32	33	34	35	36
BaF3 tox	1	0	0	4	3	1
NPY-Y2 PAM-ag	-5	5	4	0	0	12
Wee1 degr inh	-1	3	1	-3	-1	2
S1P4 antagonist	0	-1	9	10	-6	-8
Ba/F3 V617F tox	4	-1	-3	-2	4	-6
eIF4E 4G PPI	·	-2	-2	-3[fluorescence artefact?]	-5	7
S1P4 agonist	1.8	-1.0	-0.8	2.5	0.7	0.5
Mdm2 ligase inh	-9	-13	-7	-6	11	1
PERK inh	1.1	0.8	0.4	0.2	0.7	-0.3

Entries by screen from the entries so far.
Compounds 31–34 in Wee1 degr inh: -1, 3, 1, -3
Compounds 31–34 in BaF3 tox: 1, 0, 0, 4
Compounds 31–34 in eIF4E 4G PPI: ·, -2, -2, -3[fluorescence artefact?]

The results go on.
(37) CN1CCN(CCCCOc2ccc(F)cc2)CC1
(38) C[N+](C)(C)CCOC(=O)C1(c2ccccc2)CCCC1
(39) Clc1cccc(N=NN2CCOCC2)c1Cl
(40) O=C(O)CNC(=O)/C(=C/c1cccc([N+](=O)[O-])c1)NC(=O)c1ccco1
(41) O=C1CN(C(=O)c2cc3ccccc3oc2=O)C(c2ccccc2)c2cc(F)ccc2N1 (stereo not drawn)
(42) CC(=O)/C(=N\Nc1ccccc1)Sc1nnc(-c2ccccc2)n1-c1ccccc1

assay / compound	37	38	39	40	41	42
BaF3 tox	0	1	-4	-1	8	10
NPY-Y2 PAM-ag	0	12	-21	-7	1	0
Wee1 degr inh	2	3	4	6	-3	2
S1P4 antagonist	-10	-12	0	5	-6	-13
Ba/F3 V617F tox	-3	-1	-1	-2	-1	4
eIF4E 4G PPI	6	-2	3	-2	-3	-1
S1P4 agonist	1.1	0.7	1.2	2.0	-0.1	-0.8
Mdm2 ligase inh	-16	1	-1	-4	·	·
PERK inh	0.3	1.6	1.4	0.2	-1.0	0.2

(43) CC1CCN(C(=O)CSCC(=O)Nc2nc(-c3cccs3)cs2)CC1
(44) Nc1nc(Sc2ccc(C(F)(F)F)cn2)n[nH]1
(45) CCOc1ccccc1CNCc1ccc(C(=O)O)cc1
(46) COc1ccc(CN(CCC(c2ccc(F)cc2)C2CCOC(C)(C)C2)C(=O)c2ccco2)cc1 (stereo not drawn)
(47) C=CCN1C(=O)c2ccccc2Sc2ccc(C(=O)N3CCN(C)CC3)cc21
(48) CCn1c(=O)cc(OCC(=O)Nc2cc(C)ccn2)c2ccccc21

assay / compound	43	44	45	46	47	48
BaF3 tox	4	4	2	4	3	7
NPY-Y2 PAM-ag	-21	-11	-11	-19	1	-30
Wee1 degr inh	-2	6	4	0	2	4
S1P4 antagonist	-9	-20	3	10	-18	-17
Ba/F3 V617F tox	-2	4	-2	-3	-1	5
eIF4E 4G PPI	3	-35	1	-2	-3	-1
S1P4 agonist	1.1	0.5	-0.6	1.1	0.5	-1.5
Mdm2 ligase inh	-21	6	-10	-3	-10	-5
PERK inh	1.1	0.1	2.3	-1.0	-0.3	-0.1

(49) COc1nc(OC)nc(Oc2ccc(Cl)cc2[N+](=O)[O-])n1
(50) CC1CC(C)(C)NC(=S)N1CCC(=O)NCCc1ccc(Cl)cc1 (stereo not drawn)
(51) C/C(=N/NS(=O)(=O)c1ccc(C)cc1)c1c(O)c2ccccc2oc1=O
(52) COC(=O)c1c(C)oc(C)c1S(=O)(=O)N(C)C1CCCCC1

assay / compound	49	50	51	52
BaF3 tox	-5	7	-1	-4
NPY-Y2 PAM-ag	11	-10	-2	-7
Wee1 degr inh	1	-2	2	-3
S1P4 antagonist	3	14	6	1
Ba/F3 V617F tox	-7	0	0	-3
eIF4E 4G PPI	3	3	-4	-7
S1P4 agonist	2.6	0.3	-2.1	0.4
Mdm2 ligase inh	-2	-6	-5	-3
PERK inh	1.2	1.1	-0.4	0.2

Among those listed so far, these have a CF3 group.
(1) COc1ccc(NC(=O)C2=C(C)Nc3ncnn3C2c2ccccc2C(F)(F)F)c(OC)c1 (stereo not drawn)
(26) Cc1cc(C(F)(F)F)c2c(N)c(C(=O)Nc3cc(C)on3)sc2n1
(44) Nc1nc(Sc2ccc(C(F)(F)F)cn2)n[nH]1

assay / compound	1	26	44
BaF3 tox	6	2	4
NPY-Y2 PAM-ag	-4	7	-11
Wee1 degr inh	-1	1	6
S1P4 antagonist	-6	8	-20
Ba/F3 V617F tox	8	1	4
eIF4E 4G PPI	-2	2[fluorescence artefact?]	-35
S1P4 agonist	1.2	0.8	0.5
Mdm2 ligase inh	-13	-19	6
PERK inh	-0.8	2.1	0.1
